aSyn rescue: qHTS of alpha-syn Inhibitors | Yeast expressing alpha-synuclein, growth rescue, BacTiter-Glo, 24 h | Potency, µM (titrated, usually from 46.1 µM), without a hit: top-dose growth rescue (activation), hits mostly activators | 370,000 tested, 0.14% active | AID 652106, 2013; also: potency is read from the fitted curve at half-maximal effect; % of control where 0% means no effect; nearly all actives have a fitted effect of over 65% in size
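Screening used galactose-induced yeast with toxic alpha-synuclein levels, exposed to compound for 24 hr at 30 deg C. Cell growth, read with BacTiter-Glo luminescence, gave the measured signal.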
TDP-43 yeast inh: qHTS of TDP-43 Inhibitors; TDP-43 expressing yeast growth rescue, BacTiter-Glo, 24 h; Potency, µM (top dose mostly 46.1 µM), without a hit: at the top dose growth rescue (activation), actives largely listed as activators; 410,000 tested, 1.8% active; AID 652104, 2013; also: potency is read from the fitted curve at half-maximal effect; % of control where 0% means no effect; nearly all actives have a fitted effect of over 50% in size
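In this qHTS, compounds that restore growth of yeast expressing TDP-43 appear as activators. Cells (OD600=0.02, galactose medium, raffinose-pregrown) are incubated with compound 24 hr at 30 deg C and growth is quantified by BacTiter-Glo.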
FUS suppressor: qHTS for Suppressors of FUS Proteinopathy: Primary screen using FUS-linked yeast assay. S. cerevisiae FUS-expressing, growth rescue, OD600, 24 h. Potency, µM (highest dose often 76.6 µM), inactives show top-dose growth rescue (activation), actives largely listed as activators. 390,000 tested, 0.24% active;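 also: potency is read from the fitted curve at half-maximal effect; plate controls were DMSO vehicle for no effect and reference control for full effect; nearly all actives have a fitted effect of over 55% in size; some results filed as inactive show a strong effect at the top dose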
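Compound concentration series was pinned onto galactose-induced FUS-expressing yeast seeded at OD 0.005. Plates sat 24hr at 30C; absorbance at 600 nm gave growth. DMSO served as background control.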
Akt phos inh: HTS Assay for Inhibitors of Akt Phophorylation: Primary Screen. AID 651550, 2012. activity change, % for hits at 50 µM. 360,000 tested, 0.32% active. Neuro2A IGF-stimulated pAkt S473 HTRF, 20 min; stronger effect = lower value; in the data active = activity change below about -80%; inconclusive = mostly about -51% to -80%; also: % is scaled to controls: 0 for no effect and ±100 for the full control effect
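Single-point screen (50 µM final compound) in Neuro2A cells stimulated 20 min with 6 nM IGF at 37 deg C. After lysis, Ser473-phosphorylated Akt read by HTRF (ex 330 nm, em 615/665 nm) as the 665/615 ratio.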
GLP1R cytotox: qHTS of GLP-1 Receptor Inverse Agonists: Cytotox Screen | HEK293 cAMP-luciferase reporter cells, luminescence, 24 h | Potency, µM (doses to about 38.3 µM), without a hit: at the highest dose activity change, negative = inhibition, most hits filed as inhibitors | 410,000 tested, 0.13% active;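 also: loss of luciferase light is scored as toxicity; potency is read from the fitted curve at half-maximal effect; % is scaled to controls: 0 for no effect and ±100 for the full control effect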
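1536-well qHTS counterscreen of the MLSMR; 200 cells/uL, 12 h pre-incubation, 23 nL cpd, 24 h at 37 deg C 5% CO2, luciferase detection reagent, 12 min RT, luminescence. Inhibition = undesired.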
PTHR1 ag: qHTS for PTHR1 Agonists: Primary Screen; Parathyroid hormone/parathyroid hormone-related peptide receptor (Homo sapiens), Q03431; HEK293 GP2 PTHR1 cells, GloSensor cAMP luminescence, 1 h; Potency, µM (series often up to 115 µM), without a hit: at the highest dose activation, usual class: activators; 410,000 tested, 0.075% active; also: potency is read from the fitted curve at half-maximal effect; nearly all actives have a fitted effect of over 55% in size; some results filed as inactive show a strong effect at the top dose; inactives centre near -15; many of its hits are not listed in these tables
Target sequence (Q03431 whole entry, looked up): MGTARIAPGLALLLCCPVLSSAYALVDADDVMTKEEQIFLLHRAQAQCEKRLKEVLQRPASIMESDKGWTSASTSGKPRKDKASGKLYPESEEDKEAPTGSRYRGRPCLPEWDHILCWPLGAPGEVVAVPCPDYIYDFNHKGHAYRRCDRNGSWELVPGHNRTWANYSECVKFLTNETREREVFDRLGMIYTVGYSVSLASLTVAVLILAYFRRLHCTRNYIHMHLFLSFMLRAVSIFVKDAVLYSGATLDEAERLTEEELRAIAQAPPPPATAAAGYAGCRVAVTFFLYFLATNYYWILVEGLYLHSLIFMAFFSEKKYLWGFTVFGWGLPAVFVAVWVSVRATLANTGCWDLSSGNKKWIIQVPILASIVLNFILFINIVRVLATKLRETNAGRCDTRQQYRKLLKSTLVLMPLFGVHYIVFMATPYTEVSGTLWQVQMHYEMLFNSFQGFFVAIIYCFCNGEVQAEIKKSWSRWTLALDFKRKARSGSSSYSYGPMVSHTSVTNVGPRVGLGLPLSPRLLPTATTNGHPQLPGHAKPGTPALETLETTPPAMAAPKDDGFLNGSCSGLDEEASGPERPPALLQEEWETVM
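HEK-293-derived GP2 cells expressing PTHR1 and a GloSensor cAMP reporter, 3,000/well, plated overnight, given luciferin plus IBMX (each 0.5 mM as added) for 1 h at 37 °C, then compound for 1 h at 37 °C. Luminescence was read after 15 min at room temperature.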
MmCpn inh: Inhibitors of TCP-1 ring complex (TRiC) of Methanococcus maripaludis (MmCpn): qHTS | Chaperonin Mm-Cpn (Methanococcus maripaludis) | purified Mm-Cpn ATPase, ADP Transcreener TR-FRET | Potency, µM (doses to about 76.9 µM), inactives show at the top dose activity, negative = inhibition, actives largely listed as inhibitors | 330,000 tested, 0.031% active | AID 504842, 2011; also: potency is read from the fitted curve at half-maximal effect; % is scaled to controls: 0 for no effect and ±100 for the full control effect; nearly all actives have a fitted effect of over 80% in size
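Compound-treated chaperonin, 25 nM final, turns over 10 uM ATP at 37°C for 30 min following a 10 min preincubation; ADP generated competes with ADP-d2 for Eu-cryptate antibody, lowering FRET.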
GLP1R inv ag: qHTS of GLP-1 Receptor Inverse Agonists (Inhibition Mode); Glucagon-like peptide 1 receptor (Homo sapiens), P43220; HEK293 GLP-1R CRE-luciferase, luminescence, 24 h; GLP-1R form is constitutively active; Potency, µM (titrated, usually from 38.3 µM), for inactives: at the highest dose activity change, negative = inhibition, usual class: inhibitors; 410,000 tested, 1.6% active; also: potency is read from the fitted curve at half-maximal effect; % is scaled to controls: 0 for no effect and ±100 for the full control effect; nearly all actives have a fitted effect of over 55% in size
Target sequence (P43220 whole entry, looked up): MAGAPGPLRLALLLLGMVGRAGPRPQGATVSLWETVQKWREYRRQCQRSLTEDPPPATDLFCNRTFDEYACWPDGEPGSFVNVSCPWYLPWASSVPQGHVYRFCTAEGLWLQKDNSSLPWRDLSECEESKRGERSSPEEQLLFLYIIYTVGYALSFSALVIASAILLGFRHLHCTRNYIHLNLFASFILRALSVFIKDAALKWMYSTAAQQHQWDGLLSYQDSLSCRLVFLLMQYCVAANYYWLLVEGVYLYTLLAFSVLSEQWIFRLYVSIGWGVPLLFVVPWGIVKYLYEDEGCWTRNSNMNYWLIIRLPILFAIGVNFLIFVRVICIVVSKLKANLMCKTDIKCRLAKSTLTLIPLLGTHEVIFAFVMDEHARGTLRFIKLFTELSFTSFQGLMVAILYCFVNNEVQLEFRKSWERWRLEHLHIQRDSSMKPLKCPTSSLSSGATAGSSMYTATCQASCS
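Inverse agonists were sought by their lowering of basal cAMP reporter luciferase output in HEK293 cells stably carrying constitutively active human GLP-1R, after 24 h compound treatment.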
Abeta yeast res: qHTS for compounds that reverse cellular toxicity of Amyloid beta (A-beta) peptide in yeast: Primary Screen; yeast expressing A-beta42, growth rescue, OD600, 48 h; response scale: 0% DMSO, 100% iron-clioquinol control; 410,000 tested, 0.063% active; Potency, µM (highest dose often 46.1 µM), for inactives: at the highest dose growth rescue, most hits filed as activators; also: potency is read from the fitted curve at half-maximal effect; nearly all actives have a fitted effect of over 55% in size
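Yeast growth medium received pinned compounds, then yeast cells expressing toxic A-beta were added; plates incubated at 30 C for 48 hr. Growth read as absorbance at 600 nm, normalized to DMSO and equimolar FeCl3 plus clioquinol controls.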
An asterisk follows results filed as active; i = inactive; ? = inconclusive; . = no result given; & = joins results of further samples; [ ] = remark or other dose. Unless noted, calls follow the shape of the dose curve; as a rule, active = well fitted curve in the direction sought with a large enough effect; inconclusive = small, poorly fitted or top-dose-only effect, or another doubt; inactive = no such curve, though single readings can be large; an effect the other way counts as inactive or inconclusive.

Every second line gives: aSyn rescue | TDP-43 yeast inh | FUS suppressor | Akt phos inh | GLP1R cytotox | PTHR1 ag | MmCpn inh | GLP1R inv ag | Abeta yeast res
Cc1cccc(C)c1-n1nnnc1C1(C)CCC(=O)N1CCCN1CCOCC1 (stereo not drawn)
    0% | 17% | -5% | i | 5% | -2% | . | 18% | -4%
CSc1ccccc1NC(=O)Cc1ccccc1
    1% | 25% | 3% | i | -3% | -22% | -1% | ? | -7%
O=C(Nc1ccccc1OC(F)F)c1cccc(S(=O)(=O)N2CCCC2)c1
    8% | 24% | -9% | i | -10% | i | ? | -28% | 2%
OC(c1cccc(F)c1)c1ncc(-c2ccc(Oc3ccccc3)cc2)[nH]1 (stereo not drawn)
    -14% | 18% | 7% | i | -1% | -4% | . | ? | -8%
O=C(O)c1nn(-c2cccc(Cl)c2)c(=O)cc1O
    1% | -13% | 13% | i | -36% | i | 0% | 3% | 4%
Oc1ccc(C=Nc2cccc3ccccc23)c(O)c1
    6% | . | 24% | i | -8% | -21% | -2% | 11% | 25%
COc1ccc(C(C)(C)C)cc1NC(=O)COc1ccc(-c2nnco2)cc1
    2% | 20% | 8% | i | 2% | -44%[inhibitor] | 1% | 1% | 0%
O=C(O)c1ccc(OCC(O)Cn2cnc3ccccc32)cc1 (stereo not drawn)
    9% | 3% | 12% | i | -1% | -1% | . | 9% | 14%
O=S(=O)(c1ccc(F)cc1)N1CCN(CC(O)COc2ccccc2F)CC1 (stereo not drawn)
    -1% | -9% | 4% | i | 11% | -16% | 0% | -24% | -6%
Cc1sc(NC(=O)C2CCCCC2C(=O)O)c(C(N)=O)c1-c1ccc(C(C)(C)C)cc1 (stereo not drawn)
    -12% | -19% | 4% | i | -16% | i | 0% | ? | -10%
CCOc1c(Cl)cc(CNCC(O)c2ccccc2)cc1OC (stereo not drawn)
    -2% | 6% | -5% | i | 38%[activator] | ? | 2% | -23% | 14%
COc1ccc(OC)c(NC(=O)COC(=O)CCS(=O)(=O)c2ccc(Cl)cc2)c1
    17% | 12% | . | i | 12% | 14% | 0% | -13% | 4%
O=C(CSc1nccc(=O)[nH]1)c1ccccc1Br
    -4% | -22% | -6% | i | 8% | 9% | ? | 0% | -19%
COc1ccc(C2CC(=O)Nc3sc(=N)c4c(N)c(C#N)c(N)nc4c32)cc1OC (stereo not drawn)
    -22% | -24% | ? | i | 23% | i | -4% | 0% | -31%[inhibitor]
Cc1c(NC(=O)C(C)n2cc([N+](=O)[O-])cn2)c(=O)n(-c2ccccc2)n1C (stereo not drawn)
    -4% | 0% | 16% | i | 2% | i | 3% | -5% | -4%
COCCNC(=O)CN1C(=O)COc2ccc(S(=O)(=O)N3CCOCC3)cc21
    . | -2% | -14% | . | 3% | 11% | . | 8% | -15%
Cn1cccc1/C=N/N1CCN(Cc2cccc3ccccc23)CC1
    1% | -14% | 10% | i | 21% | -44%[inhibitor] | 0% | ? | 7%
COc1ccc(NC(=O)Nc2ccccn2)cc1OC
    0% | -1% | -20% | i | 1% | i | -5% | 23% | 1%
CCC(C)[C@H](NC(=O)[C@H](Cc1ccccc1)n1c(=O)[nH]c2ccccc2c1=O)C(=O)N1CCC[C@@H]1C(=O)O (stereo partly drawn)
    -3% | 7% | 1% | i | 3% | i | -2% | -6% | -16%
COC(=O)c1cccc(NC(=O)c2ccccc2)c1
    -9% | 15% | 1% | i | -30% | i | 2% | 13% | -8%
O=C(CNS(=O)(=O)c1cccc(C(F)(F)F)c1)NC1CCCCCC1
    4% | -9% | 10% | i | -2% | -7% | 0% | ? | -1%
COC(=O)c1[nH]c2ccccc2c1NS(=O)(=O)c1ccc(OC)cc1OC
    -2% | ? | 15% | i | -5% | -1%[57.5 µM] | 1% | -12% | 1%
C/C(=C\c1cc(C(=O)O)c(C)o1)CO
    -1% | -4% | 14% | i | 17% | -10%[57.5 µM] | -7% | 8% | 10%
COc1ccc(-c2cc(C(=O)NCCCN3CCOCC3)on2)cc1OC
    -3% | 1% | -29% | i | 0% | -2% | 2% | 2% | 5%
COc1cc(/C=C(\C#N)C(=O)c2ccc(O)c(O)c2)cc(I)c1O
    -27%&-23% | 4% | -13% | i | -7% | i | -24% | 37%[activator] | -19%
CC12C=CC(=O)C=C1CCC1C2C(=O)C[C@@]2(C)C1CCC2(O)C(=O)CO (stereo partly drawn)
    1% | 16% | -16% | i | 2% | -17% | . | 3% | -6%
CC[C@@H]1C/C=C\Cc2ccccc2[C@H](C(=O)C[C@@H](O)CC(C)=O)OC1=O
    -10% | 12% | -22% | i | 6% | -2% | 2% | -14% | 3%
C[C@H](CO)N1C[C@H](C)[C@H](CN(C)C(=O)Nc2cccc3ccccc23)OCc2cnnn2CCCC1=O
    1% | 8% | -16% | i | -10% | -19% | . | 4% | -4%
CCOc1ccc(OCC)c(NC(=O)C2CCN(S(=O)(=O)c3c(C)[nH]c(=O)[nH]c3=O)CC2)c1
    0% | 17% | 6% | i | -8% | i | 1% | 49%[activator] | -6%
Cc1cccnc1C(NC(=O)C1CCN(CCOc2ccc(F)cc2)CC1)c1ccc(Cl)cc1 (stereo not drawn)
    1% | 6% | 21% | i | -20% | -10% | . | ? | 5%

Eight compounds out of the list, ordered by number of heavy atoms, rising:
Every second line gives: aSyn rescue | TDP-43 yeast inh | FUS suppressor | Akt phos inh | GLP1R cytotox | PTHR1 ag | MmCpn inh | GLP1R inv ag | Abeta yeast res
COC(=O)c1cccc(NC(=O)c2ccccc2)c1
    -9% | 15% | 1% | i | -30% | i | 2% | 13% | -8%
CCOc1c(Cl)cc(CNCC(O)c2ccccc2)cc1OC (stereo not drawn)
    -2% | 6% | -5% | i | 38%[activator] | ? | 2% | -23% | 14%
COc1cc(/C=C(\C#N)C(=O)c2ccc(O)c(O)c2)cc(I)c1O
    -27%&-23% | 4% | -13% | i | -7% | i | -24% | 37%[activator] | -19%
CC[C@@H]1C/C=C\Cc2ccccc2[C@H](C(=O)C[C@@H](O)CC(C)=O)OC1=O
    -10% | 12% | -22% | i | 6% | -2% | 2% | -14% | 3%
COc1ccc(-c2cc(C(=O)NCCCN3CCOCC3)on2)cc1OC
    -3% | 1% | -29% | i | 0% | -2% | 2% | 2% | 5%
COc1ccc(C(C)(C)C)cc1NC(=O)COc1ccc(-c2nnco2)cc1
    2% | 20% | 8% | i | 2% | -44%[inhibitor] | 1% | 1% | 0%
COc1ccc(OC)c(NC(=O)COC(=O)CCS(=O)(=O)c2ccc(Cl)cc2)c1
    17% | 12% | . | i | 12% | 14% | 0% | -13% | 4%
Cc1cccnc1C(NC(=O)C1CCN(CCOc2ccc(F)cc2)CC1)c1ccc(Cl)cc1 (stereo not drawn)
    1% | 6% | 21% | i | -20% | -10% | . | ? | 5%

(continued)
Every second line gives: aSyn rescue | TDP-43 yeast inh | FUS suppressor | Akt phos inh | GLP1R cytotox | PTHR1 ag | MmCpn inh | GLP1R inv ag | Abeta yeast res
COc1ccccc1CN1COc2ccc3c(C)cc(=O)oc3c2C1
    -3% | 14% | -4% | . | 67%[activator] | -12% | . | 9% | -25%
O=C(NCCO)c1cc2c([nH]c3ccccc32)c(-c2ccc(F)cc2)n1
    0% | -11% | 12% | i | -17% | -15% | 2% | 2% | -27%
COCCn1nnnc1C(C(C)C)N(Cc1cccnc1)Cc1ccccc1Cl (stereo not drawn)
    3% | 8% | -1% | i | -15% | -8%[57.5 µM] | 2% | ? | 30%
CCCCOC(=O)Cn1c(=O)n(CC(=O)OCCCC)c2cc(C)ccc21
    -20% | -16% | ? | i | 1% | -4% | 1% | -31% | -1%
COCCN(CC(=O)Nc1cccc(C)c1C)C(=O)c1cc2c(s1)CCC2
    7% | ? | . | i | -6% | -1% | 1% | -16% | 2%
Cc1ccc(C(=O)Nc2ccc(Nc3ccccc3)cc2)c(Cl)c1
    -5% | 18% | -3% | i | 11% | i | 0% | 9% | 6%
Cc1cc(OCC(=O)N2CCC(O)CC2)c2c(C)cc(=O)oc2c1
    0% | 17% | 4% | i | 13% | -29% | -1% | 22% | 5%
CC1CCN(S(=O)(=O)c2cc(C(=O)N3CCN(c4ccccc4)CC3)ccc2Br)CC1
    2% | -12% | ? | i | -19% | -8% | . | ? | 7%
COc1ccc(F)cc1COc1nc(C)nc2ccccc12
    -1% | -15% | 8% | i | 0% | i | 2% | -24% | 24%
CC(=O)Nc1ccc(NS(=O)(=O)c2cc(Cl)sc2Cl)cc1
    -1% | -17% | 19% | i | 5% | i | 1% | ? | -11%
Cc1ccc(CNC(=O)C2CCC(CNS(=O)(=O)c3ccc(C)cc3)CC2)cc1 (stereo not drawn)
    . | -7% | -9% | . | 1% | 0% | . | 10% | -10%
CCCCc1ccc(-c2csc(/C(C#N)=C/c3ccc(C)o3)n2)cc1
    -11% | 5% | 10% | i | 54%[activator] | i | -1% | ? | 22%
COc1ccc(NC(=O)CN2C(=O)C(C)Oc3ccccc32)c(OC)c1 (stereo not drawn)
    -4% | -3% | 32% | . | 5% | i | 0% | 5% | 0%
O=[N+]([O-])c1ccc(N2CCc3ccccc3C2)cc1
    14% | 15% | -17% | i | -8% | i | 1% | -13% | 20%

Not all compounds are listed; count on the stated rates, not on these rows.
